BoNT F protease: BoNT/F light chain protease inhibitors, primary screen, biochemical, flow cytometry, MLPCN library | Botulinum neurotoxin type F light chain protease (Clostridium botulinum) | Multiplex microsphere protease cleavage assay | inhibition, % at 10 µM | 0.22% of 360,000 active | AID 588497, 2011; in the data active = inhibition above about 35%, passing the limit was not always enough; inconclusive = no clear call, values can overlap the other calls; note: plate controls were buffer without enzyme for full effect and enzyme alone for no effect
PfHsp40 rescue: rescue of yeast from PfHsp40 toxicity, primary screen, S. cerevisiae, ATP luminescence; S. cerevisiae expressing PfHsp40, growth rescue; growth rescue, % at 12.5 µM; 0.68% of 340,000 active; AID 504582, 2011; in the data active = growth rescue above about 28%, passing the limit was not always enough; inconclusive = no clear call, values can overlap the other calls;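 note: yeast W303a lacking pdr1 and pdr3 grown in galactose medium; growth measured after three days at 30 °C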
PrPC TRFRET: inhibitors of human cell surface prion protein PrPC, primary screen, cell-based, TR-FRET. inhibition, % at 13.8 µM. TR-FRET read-out. AID 720596, 2013. 0.43% of 370,000 active. Major prion protein (Homo sapiens), P04156; in the data active = inhibition above about 24%; note: 0% = median of the test wells and 100% = reference compound wells
Y pestis TopoI: Yersinia pestis topoisomerase I inhibitors, primary screen, biochemical, cleavage product accumulation, plate reader, single point; DNA topoisomerase I (Yersinia pestis CO92); Y. pestis Topo-I cleavage product accumulation; activity, % at 10 µM; 0.064% of 360,000 active; in the data active = activity above about 50%, passing the limit was not always enough; inconclusive = no clear call, values can overlap the other calls; note: inactives centre near 2
Anthrax LF prot: Bacillus anthracis LF protease inhibitors, primary screen, biochemical, multiplex microsphere, MLPCN library; inhibition, % at 10 µM; 0.12% of 360,000 active; multiplex microsphere protease cleavage assay; AID 588501, 2011; note: plate controls were buffer without enzyme for full effect and enzyme alone for no effect
CCHFV vOTU inh: CCHFV vOTU protease inhibitors, primary screen, biochemical, Pep-AMC substrate, fluorescence; Crimean-Congo hemorrhagic fever virus L polyprotein viral ovarian tumor (vOTU) protease …; 0.55% of 370,000 active; inhibition, % at 11.5 µM; in the data active = inhibition above about 30%; note: 0% = vehicle wells with enzyme and 100% = no enzyme wells
FadD28 binding: inhibitors of FadD28 bisubstrate probe binding, primary screen, biochemical, fluorescence polarization, single point. AID 588549, 2011. 0.22% of 360,000 active. inhibition, % at 12.5 µM. Mycobacterium tuberculosis FadD28 fatty-acid-AMP ligase; in the data active = inhibition above about 8.5%, passing the limit was not always enough; inconclusive = no clear call, values can overlap the other calls
TcdB GH inh: TcdB glycohydrolase inhibitors, primary screen, biochemical, single point, plate reader | inhibition, % at 9.99 µM | Toxin B (Clostridioides difficile), P18177 | TcdB glycohydrolase enzymatic assay | 0.24% of 350,000 active | AID 652162, 2013; in the data active = inhibition above about 10%
BoNT-A LC inh2: BoNT/A light chain protease inhibitors, primary screen, biochemical, flow cytometry, MLPCN library | multiplex microsphere protease substrate cleavage | inhibition, % at 10 µM | 0.17% of 360,000 active | AID 588499, 2011; note: plate controls were buffer without enzyme for full effect and enzyme alone for no effect
Starred values were filed as active, the others as inactive; ? = inconclusive; . = no result given; & = joins results of further samples. Cut-off read from the data, not from the text of the source, unless noted: active = inhibition above about 30%; inconclusive = no clear call, values can overlap the other calls; inactive = below that.

Results follow in this order: BoNT F protease	PfHsp40 rescue	PrPC TRFRET	Y pestis TopoI	Anthrax LF prot	CCHFV vOTU inh	FadD28 binding	TcdB GH inh	BoNT-A LC inh2
#1 O=C(NC1=NCCS1)c1ccc(Cl)c(S(=O)(=O)N2CCCCCC2)c1
→ 0	0.2	1	-13	-7	9	-4.5	1.8	-0.4
#2 COc1ccc(C(=O)CN2CC(C)SC2=Nc2ccc(Cl)cc2)cc1 (stereo not given)
→ 0	1.5	-3	29	4	13	-4.1	.	-0.2
#3 CC(=O)Nc1ccc(NC(=O)COC(=O)/C=C/c2ccc3c(c2)OCO3)cc1
→ 14	-1.5	-4	-2	2	3	-2.9	1.0	2.2
#4 CCOc1ccccc1NC(=O)c1nnn(-c2ccc3c(c2)OCCO3)c1N
→ 6	-0.3	6	1	-3	-6	1.0	-1.7	-0.9
#5 CCN(Cc1cnn(C)c1)Cc1nc(Cc2ccccc2Cl)no1
→ -12	1.5	2	3	-1	-20	-0.6	-0.2	-0.7
#6 CC(Cc1ccsc1)NC(=O)CCc1nnc(CCc2ccccc2)o1 (stereo not given)
→ 5	-1.4	-1	5	-1	-2	-3.3	-0.6	0.0
#7 CCc1noc(C)c1C(=O)NNC(=O)COc1ccc(C)c(C)c1
→ 1	-1.0	-3	-3	-5	-5	-2.0	0.3	5.1
#8 CCn1c(SCC(=O)Nc2ccc3c(c2)OCCO3)nnc1-c1ccccn1
→ -31	0.5	1	4	-2	-2	0.3	.	-1.7
#9 CCOc1cc(CNc2ccccc2)cc(Br)c1OCc1ccc(F)cc1
→ -18	-0.4	3	12	-5	0	-0.8	.	-2.1
#10 COc1cccc2cc(C(=O)Oc3ccccc3)c(=O)oc12
→ ?	0.0	-6	-22	16	7	-0.9	1.0	-0.2

Eight consecutive entries already listed, quoted:
Results follow in this order: BoNT F protease	PfHsp40 rescue	PrPC TRFRET	Y pestis TopoI	Anthrax LF prot	CCHFV vOTU inh	FadD28 binding	TcdB GH inh	BoNT-A LC inh2
#3 CC(=O)Nc1ccc(NC(=O)COC(=O)/C=C/c2ccc3c(c2)OCO3)cc1
→ 14	-1.5	-4	-2	2	3	-2.9	1.0	2.2
#4 CCOc1ccccc1NC(=O)c1nnn(-c2ccc3c(c2)OCCO3)c1N
→ 6	-0.3	6	1	-3	-6	1.0	-1.7	-0.9
#5 CCN(Cc1cnn(C)c1)Cc1nc(Cc2ccccc2Cl)no1
→ -12	1.5	2	3	-1	-20	-0.6	-0.2	-0.7
#6 CC(Cc1ccsc1)NC(=O)CCc1nnc(CCc2ccccc2)o1 (stereo not given)
→ 5	-1.4	-1	5	-1	-2	-3.3	-0.6	0.0
#7 CCc1noc(C)c1C(=O)NNC(=O)COc1ccc(C)c(C)c1
→ 1	-1.0	-3	-3	-5	-5	-2.0	0.3	5.1
#8 CCn1c(SCC(=O)Nc2ccc3c(c2)OCCO3)nnc1-c1ccccn1
→ -31	0.5	1	4	-2	-2	0.3	.	-1.7
#9 CCOc1cc(CNc2ccccc2)cc(Br)c1OCc1ccc(F)cc1
→ -18	-0.4	3	12	-5	0	-0.8	.	-2.1
#10 COc1cccc2cc(C(=O)Oc3ccccc3)c(=O)oc12
→ ?	0.0	-6	-22	16	7	-0.9	1.0	-0.2

(more compounds)
Results follow in this order: BoNT F protease	PfHsp40 rescue	PrPC TRFRET	Y pestis TopoI	Anthrax LF prot	CCHFV vOTU inh	FadD28 binding	TcdB GH inh	BoNT-A LC inh2
#11 CC1OC(NCCc2ccccc2)C(O)C(O)C1O (stereo not given)
→ -11	-1.0	4	-8	-8	1	0.1	.	-0.6
#12 COC(=O)C1C(=O)OC(C)(C)C1C(C)C(=O)c1ccccc1 (stereo not given)
→ 2	-0.2	2	7	-5	-3	-2.7	.	-0.5
#13 NCCNc1ccc2nnnn2n1
→ -3	-0.6	-1	-8	1	-4	-2.1	1.7	0.2
#14 Cc1ccc(NC2=C(Cl)C(=O)OC2NC(=O)c2ccccc2)cc1 (stereo not given)
→ 4	-0.2	0	-2	-4	4	-2.9	.	0.3
#15 NC(=O)SCC(=O)Nc1ccccc1C(=O)O
→ -21	-0.7	3	-2	6	-1	-3.0	-0.7	-9.0
#16 O=c1cc2oc3cc(O)c(O)cc3c(-c3ccccc3[N+](=O)[O-])c-2cc1O
→ ?	1.5	14	-22	-10	21	-4.6	0.6	2.2
#17 O=NNc1nc2ccccc2n1Cc1ccccc1
→ -19	2.7	17	4	0	6	0.8	0.7	0.5
#18 O=C(COC(=O)Cc1ccsc1)Nc1ccc(Cl)c(S(=O)(=O)N2CCOCC2)c1
→ -10	1.0	-2	2	-2	-18	-0.5	0.5	-0.8
#19 O=C(Nc1ccc(Br)cn1)c1ccc([N+](=O)[O-])cc1Cl
→ -2	-0.2	-31	-5	2	-13	0.0	2.2	-1.2
#20 COc1cccc(COC(=O)Cc2ccc(S(=O)(=O)N3CCOCC3)s2)c1OC
→ -4	1.4	-2	31	3	-1	-2.7	1.6	-3.6

Additional structures
Results follow in this order: BoNT F protease	PfHsp40 rescue	PrPC TRFRET	Y pestis TopoI	Anthrax LF prot	CCHFV vOTU inh	FadD28 binding	TcdB GH inh	BoNT-A LC inh2
#21 O=c1[nH]c(=O)n(-c2cccc(Cl)c2)c(O)c1C=NCCN1CCCCC1
→ -5	1.8	13	-3	-2	16	-0.7	-0.4	-0.4
#22 CCOc1cccc(NC(=O)c2cccc(F)c2)c1
→ 6	0.4	8	7	1	-2	-3.6	1.5	-0.1
#23 O=C(NCc1ccccc1)C1=C[C@@H](c2coc3ccccc3c2=O)C[C@@H](OCc2ccc(CO)cc2)O1
→ 1	0.3	-13	5	-8	3	-1.3	0.6&-0.1	0.2
#24 CCOc1ccc(-n2c(O)c(/C=N/Nc3nc(C)cc(C)n3)c3ccccc3c2=O)cc1
→ -8	3.4	1	0	-6	0	-0.6	-1.5	-0.2
#25 CCCC/C(=N\NC(=O)c1ccc(Br)o1)c1ccccc1
→ -7	0.3	3	12	1	12	-1.8	.	-0.2
#26 CN(CC(=O)Nc1cccc(F)c1)C(=O)c1cccc(S(=O)(=O)N2CCN(c3ccc(F)cc3)CC2)c1
→ -2	1.6	20	-4	1	24	-0.9	-9.3	0.1
#27 O=c1c2c(-c3ccccc3)csc2ncn1/N=C/c1ccc(O)c([N+](=O)[O-])c1
→ 3	-1.6	1	8	1	17	1.0	-0.1	-0.8
#28 COc1ccc2[nH]c3c(c2c1)CCN1C(=O)C(CC(=O)NCCc2ccccn2)C[C@H](C(=O)N(C(C)C)C(C)C)[C@@]31C (stereo not given in full)
→ 2	0.4	0	13	8	-2	-1.1	0.2	0.1
#29 CN(c1cccc(NC(=O)c2ccc(C(C)(C)C)cc2)c1)S(C)(=O)=O
→ 0	2.3	7	5	-4	-2	-1.2	1.1	-0.7
#30 CN1C(=O)/C(=C/c2ccc(OCc3ccccc3F)cc2)N(C)C1=S
→ 12	1.3	6	4	28	3	-0.7	-5.9	1.1

(further entries)
Keys: A = BoNT F protease; B = PfHsp40 rescue; C = PrPC TRFRET; D = Y pestis TopoI; E = Anthrax LF prot; F = CCHFV vOTU inh; G = FadD28 binding; H = TcdB GH inh; I = BoNT-A LC inh2
31) O=C(CCc1nc(-c2ccccc2)no1)NCc1ccco1
  A: -11	B: -1.3	C: 7	D: -7	E: -5	F: -2	G: -1.2	H: .	I: 0.8

32) CCn1c(C(=O)N2CCC(Cc3ccccc3)CC2)cc2sccc21
  A: -2	B: -0.6	C: 8	D: -8	E: -6	F: -7	G: -1.0	H: .	I: -0.1

33) CCOC(=O)c1c(C)nc2c(c1-c1cc(OC)c(OC)c(OC)c1)C(=O)c1ccccc1-2
  A: 5	B: 0.1	C: 5	D: -1	E: -1	F: 8	G: -3.0	H: .	I: ?

34) O=C(Nc1ccc(Cl)cc1)c1csc([C@@H]2C[C@H](O)[C@@H](CO)O2)n1
  A: -5	B: .	C: 3	D: -11	E: -7	F: 11	G: -3.5	H: 2.3	I: 0.1

35) Cc1sc2ncn(CC(=O)N3CCN(c4ccccn4)CC3)c(=O)c2c1S(=O)(=O)N1CCCCC1
  A: -7	B: 2.4	C: -7	D: 13	E: -2	F: 12	G: -0.8	H: -0.7	I: -1.8

36) O=C(CCNS(=O)(=O)c1c(Cl)cccc1Cl)OCC(=O)c1ccccc1F
  A: -4	B: -1.0	C: -5	D: 17	E: -1	F: 5	G: -0.8	H: .	I: -0.7

37) COc1ccc(S(=O)(=O)N2CCCC2C(=O)Nn2cnnc2)cc1 (stereo not given)
  A: 7	B: 0.2	C: -5	D: 7	E: 1	F: -8	G: -4.6	H: .	I: -1.4

38) COc1ccccc1CNC(=O)[C@H](NC(=O)C1CCN(C(=O)[C@@H](N)CCSC)CC1)C(C)C
  A: -13	B: -0.9	C: 0	D: 2	E: -3	F: -8	G: -1.2	H: -0.6	I: 0.1

39) N#Cc1c(-c2ccco2)cc(-c2ccc(F)cc2)nc1N
  A: -1	B: -0.8	C: -5	D: -11	E: -1	F: -76	G: -9.6	H: .	I: 2.6

40) CC(=O)Nc1ccc2c(c1)CCC2=O
  A: 7	B: 0.4	C: 1	D: 0	E: -6	F: 5	G: -1.5	H: .	I: 0.3

Quoted from the listing:
Entry for Cc1sc2ncn(CC(=O)N3CCN(c4ccccn4)CC3)c(=O)c2c1S(=O)(=O)N1CCCCC1 under BoNT F protease: -7
Entry for CCn1c(C(=O)N2CCC(Cc3ccccc3)CC2)cc2sccc21 under BoNT-A LC inh2: -0.1

Continuation.
Keys: A = BoNT F protease; B = PfHsp40 rescue; C = PrPC TRFRET; D = Y pestis TopoI; E = Anthrax LF prot; F = CCHFV vOTU inh; G = FadD28 binding; H = TcdB GH inh; I = BoNT-A LC inh2
41) CCOC(=O)c1ccc(N=Cc2c(O)c3ccccc3oc2=O)cc1
  A: ?	B: -0.7	C: 2	D: 1	E: -20	F: 20	G: -3.4	H: 0.6	I: -3.2

42) CCOc1ccc(NCc2cccn2-c2nnc(N3CCC(C(=O)NCCCN4CC(C)CC(C)C4)CC3)s2)cc1 (stereo not given)
  A: -11	B: -0.6	C: -22	D: -1	E: -7	F: -15	G: -2.6	H: -0.3	I: 0.0

43) CCc1nc2ccccc2c(C(=O)OC2CCCCC2=O)c1C (stereo not given)
  A: 6	B: -1.9	C: -2	D: 4	E: -10	F: 0	G: -0.3	H: 0.6	I: -0.2

44) CCc1ccc(/C=C(\C)C(=O)c2c(C)cc(C)[nH]c2=O)cc1
  A: -15	B: 1.2	C: 4	D: 3	E: -1	F: 17	G: 0.0	H: .	I: -3.1

45) Cc1cccc(N(CC(=O)NC2CCCC2)C(=O)CCC(=O)Nc2nc(C)cs2)c1
  A: -11	B: 2.2	C: 2	D: 25	E: -11	F: 5	G: 0.5	H: -0.2	I: -7.1

46) O=C(CC(n1cncn1)C(Cl)(Cl)Cl)c1ccc([N+](=O)[O-])cc1 (stereo not given)
  A: -13	B: 0.3	C: -18	D: -7	E: -13	F: -12	G: 1.3	H: -7.9	I: -1.5

47) Cc1ccc(C(=O)NCCc2nnc(SCC(=O)Nc3nc(-c4ccccc4)cs3)n2C)cc1
  A: -8	B: -0.8	C: 5	D: -5	E: 2	F: 14	G: 1.3	H: .	I: -0.3

48) CCOc1ccc(Oc2c(/C=N/NC(=O)C3CC3)c(C)nn2-c2ccccc2)cc1
  A: -2	B: -1.6	C: 5	D: 1	E: -2	F: 9	G: -1.9	H: 0.6	I: -0.3

Screening data deposited in PubChem by several laboratories.
